Screening data: PubChem, several laboratories
HGIII-sPLA2 inh = Blocks human group III sPLA2 activity; Q9NZ20; QFRET BODIPY PC-A2 liposome hydrolysis, fluorescence; inhibition, % at 12.2 µM; 370,000 compounds, 0.56% hits;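 active = inhibition above mean plus 3 SD of compounds lying within the high and low control bounds, cut at about 19% in these data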;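 also: 0% = median of test compound wells and 100% = no enzyme DMSO wells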
Target sequence (Q9NZ20 whole entry, looked up): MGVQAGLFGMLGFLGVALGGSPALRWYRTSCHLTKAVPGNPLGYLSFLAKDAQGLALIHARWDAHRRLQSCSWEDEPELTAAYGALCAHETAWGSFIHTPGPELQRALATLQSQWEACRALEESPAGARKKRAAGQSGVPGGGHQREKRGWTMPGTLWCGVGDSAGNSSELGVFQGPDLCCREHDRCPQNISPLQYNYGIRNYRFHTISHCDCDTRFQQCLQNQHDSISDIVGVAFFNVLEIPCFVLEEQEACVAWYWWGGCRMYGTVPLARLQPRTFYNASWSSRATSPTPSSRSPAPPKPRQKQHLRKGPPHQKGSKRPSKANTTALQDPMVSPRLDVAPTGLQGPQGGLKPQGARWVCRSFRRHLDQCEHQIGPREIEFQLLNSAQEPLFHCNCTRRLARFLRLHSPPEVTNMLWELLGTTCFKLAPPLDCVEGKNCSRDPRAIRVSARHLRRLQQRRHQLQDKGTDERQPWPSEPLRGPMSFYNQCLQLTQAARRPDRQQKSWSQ
DAX1 inh-1 = NR0B1 (DAX1) inhibition | P51843 | HEK293 Gal4-DAX1 luciferase reporter, luminescence | inhibition, % at 6.75 µM | 340,000 compounds, 0.99% hits | AID 504766;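 active = inhibition above the mean over all tested compounds plus 3 SD, cut at about 4.2% in these data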;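 also: 0% = DAX1-transfected cells with DMSO and 100% = empty-vector control cells with DMSO; inhibition shows as a rise in luminescence from relieved DAX1 repression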
Target sequence (P51843 207-470 limits assumed): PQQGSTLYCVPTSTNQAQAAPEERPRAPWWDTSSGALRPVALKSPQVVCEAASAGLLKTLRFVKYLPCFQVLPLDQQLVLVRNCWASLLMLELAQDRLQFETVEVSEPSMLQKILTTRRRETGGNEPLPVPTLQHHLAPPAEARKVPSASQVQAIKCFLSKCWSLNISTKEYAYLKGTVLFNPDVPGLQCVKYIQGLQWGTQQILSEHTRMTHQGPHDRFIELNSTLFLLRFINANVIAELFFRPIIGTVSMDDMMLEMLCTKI
hcDAF12 agonist = activators of H. contortus DAF-12 nuclear receptor | HEK293 hcDAF-12 lit1-tk-luc reporter, luminescence; 0% DMSO, 100% Δ7-dafachronic acid | activation, % at 6.8 µM | AID 652067 | 370,000 compounds, 1.4% hits;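 active = activation above the mean of all tested compounds plus 3 SD, cut at about 5.5% in these data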;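 also: 100% = response to 3 µM Δ7-dafachronic acid high control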
KLK7 zymogen act = activates the human kallikrein-7 zymogen | P49862 | 370,000 compounds, 0.9% hits | purified proKLK7, EDANS-DABCYL substrate fluorescence; 100% is mature enzyme control, 0% vehicle | activation, % at 7 µM | AID 652039;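 active = activation above the mean of all tested compounds plus 3 SD, computed per campaign excluding outliers beyond control limits, cut at about 13% in these data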
Target sequence (P49862 whole entry, looked up): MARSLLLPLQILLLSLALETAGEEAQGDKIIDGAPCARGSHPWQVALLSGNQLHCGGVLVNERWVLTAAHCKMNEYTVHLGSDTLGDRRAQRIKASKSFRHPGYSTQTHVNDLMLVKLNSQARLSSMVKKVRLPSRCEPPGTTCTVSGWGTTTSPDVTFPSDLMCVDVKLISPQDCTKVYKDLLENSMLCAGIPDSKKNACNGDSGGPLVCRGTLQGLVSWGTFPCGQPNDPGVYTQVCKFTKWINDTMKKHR
GAA850 FXN act = increases GAA850 frataxin promoter reporter activity | HEK293 lucGAA850 FXN promoter luciferase reporter, 24 h; percent of 10 µM SAHA response | activation, % at 6 µM | 360,000 compounds, 0.56% hits | AID 540364;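 active = activation above the average of all compounds screened plus 3 SD, cutoff fixed separately per campaign, cut at about 7.5% in these data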;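 also: 0% = DMSO wells and 100% = 10 µM SAHA wells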
hgDAF12 agonist = activates the H. glycines DAF-12 receptor ligand-binding domain. HEK293 GAL4-hgDAF12 UAS-luciferase reporter, agonist luminescence; normalized to butyrate control. activation, % at 6.8 µM. 370,000 compounds, 1.8% hits. AID 687014;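 active = activation above a cutoff set at the mean of all screened compounds plus 3 SD, cut at about 10% in these data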;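 also: 0% = DMSO wells and 100% = sodium butyrate wells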
ssDAF-12 act = S. stercoralis DAF-12 activation, primary screen | HEK293 ssDAF-12/GRIP1 lit1-tk-luc reporter, luminescence; % of 3 µM dafachronic acid response | activation, % at 6.8 µM | 370,000 compounds, 1% hits | AID 652126;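 active = activation above the mean over all tested compounds plus 3 SD, cut at about 0.9% in these data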;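 also: 0% = DMSO-only wells and 100% = 3 µM delta7-dafachronic acid wells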
GC-A act = GC-A (human) enzyme activation; activation, % at 10 µM; HEK293 GC-A cells, cGMP TR-FRET, EC30 ANP; 0% at EC30 ANP, 100% saturating ANP; 370,000 compounds, 0.14% hits; P16066; in the data active = activation above about 40%
GC-B act = GC-B (human) receptor activation | P20594 | HEK293-GC-B cells, CNP EC30, cGMP TR-FRET; 0% at EC30 CNP, 100% saturating CNP | activation, % at 10 µM | 370,000 compounds, 0.11% hits;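 active = activation at 10 µM reaching about 35% in either raw or pattern-adjusted values, limit read from the data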
DAX1 inh-2 = DAX1 (NR0B1) inhibition, primary screen; 370,000 compounds, 1.1% hits; HEK293T StAR-luciferase reporter, SF-1/DAX-1 repression relief; AID 652010; inhibition, % at 6.8 µM;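 active = inhibition above the mean over all tested compounds plus 3 SD, cut at about 3.6% in these data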;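 also: 0% = DAX-1 cells with DMSO and 100% = cells lacking DAX-1 with DMSO; higher inhibition means more luminescence from relief of DAX-1 repression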
SMARCA2 act = increases SMARCA2 function in MMTV reporter cells; MG213 cells, MMTV-luciferase reporter, dexamethasone, overnight; activation, % at 9.1 µM; 370,000 compounds, 1% hits; in the data active = activation above about 7.8%;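 also: 0% = vehicle wells and 100% = reference activator wells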
* marks the source's active call; other numbers are inactive results; / = not tested or not shown. Not a hit list (roughly 6.7% active in at least one column).

SMILES	HGIII-sPLA2 inh	DAX1 inh-1	hcDAF12 agonist	KLK7 zymogen act	GAA850 FXN act	hgDAF12 agonist	ssDAF-12 act	GC-A act	GC-B act	DAX1 inh-2	SMARCA2 act
CC(C)NC(=O)CN(C(=O)CCC(=O)Nc1nccs1)c1ccc2c(c1)OCO2	6	0.7	1.1	-0.3	0.7	0.3	-1.5	-1	2	0.3	1
Cc1ccc2c(C)nc(SC(C(=O)c3ccccc3)c3ccccc3)nc2c1 (stereo unspecified)	2	-1.9	0.8	0.7	3.9	-3.7	-0.4	-2	-4	0.3	2
Cc1n[nH]c(C)c1-c1nc2ccccc2[nH]1	-3	0.7	-0.5	0.1	-0.4	0.2	-0.9	8	0	-0.6	-1
CCOC(=O)C1=C(C)N(CCCC(=O)O)C(=O)NC1c1ccc(OC)cc1 (stereo unspecified)	13	-0.5	-0.9	0.0	-1.1	0.8	-1.3	2	10	0.2	-2
COc1ccc(CCNC(=O)CSc2cn(Cc3ccccc3)c3ccccc23)cc1OC	-1	-0.3	-4.2	0.5	-0.5	2.2	-1.7	-13	-3	-1.9	4
CCOc1ccc(CCNC(=O)c2cccc(S(=O)(=O)N3CCCCC3)c2)cc1OCC	-3	-1.3	-1.6	0.1	0.3	1.6	-0.8	1	2	0.1	-1
C/C(=N\O)C(C)NC(=O)c1ccccc1 (stereo unspecified)	10	-0.6	-1.1	-0.6	2.6	-0.1	-0.7	1	3	-0.4	-3
CC(C)(C)c1ccc(C(=O)Nc2cc(Cl)c(Cl)cc2C(=O)O)cc1	-24	/	2.3	/	/	-1.9	-1.6	1	-1	/	/
Cc1ccc(C(=O)N/N=C(/CC(=O)c2cccs2)C(F)(F)F)cc1	-16	-0.3	3.7	-0.6	-0.8	10	0.2	1	5	0.8	1
O=S(=O)(NC(CO)Cc1ccccc1)c1cc(Cl)ccc1F (stereo unspecified)	-4	0.6	-1.5	0.6	-0.4	0.0	-1.3	2	-5	0.1	-3
Cc1ccccc1-n1nnnc1SCC(=O)Nc1ccc(N2CCN(C)CC2)cc1	6	0.2	-0.2	-0.2	0.4	-0.3	-1.1	2	3	-4.3	-2
COc1ccc(C2CC(=O)c3cnn(-c4nc(C)cc(C)n4)c3C2)cc1 (stereo unspecified)	4	0.0	-2.2	0.6	-1.7	-0.4	-1.8	10	11	-0.9	-4
Cc1c(CCO)c(=O)n(-c2ccccc2)n1S(=O)(=O)c1c(Cl)cc(Cl)cc1Cl	-10	-0.1	-1.8	-0.1	0.4	0.8	-0.7	1	-3	-0.8	-3
O=C(O)c1cc2c(cc1NC(=O)c1c(F)cccc1F)OCCCO2	-2	-1.3	-2.3	0.2	0.5	-0.9	-0.9	-3	2	0.0	-3
CCOc1ccccc1NC(=O)CCC(=O)O	1	0.0	-0.5	0.1	-2.2	-0.8	-0.4	-1	1	0.5	-1

SMILES	HGIII-sPLA2 inh	DAX1 inh-1	hcDAF12 agonist	KLK7 zymogen act	GAA850 FXN act	hgDAF12 agonist	ssDAF-12 act	GC-A act	GC-B act	DAX1 inh-2	SMARCA2 act
O=C(CSc1nnc(-c2ccncc2)n1-c1ccc(F)cc1)NC(=O)NCc1ccco1	6	-0.3	1.2	-0.3	2.1	1.8	-1.9	1	1	0.3	-4
CN(CCCNC(=O)Cn1cc2c(n1)CCCC2)C1CCCCC1	4	2.7	0.3	-0.3	3.8	-0.1	-0.5	-1	2	-0.2	1
O=C(CCCN1C(=O)S/C(=C/c2ccccc2)C1=S)Nc1ccc(C(=O)O)cc1	-2	0.6	-0.2	-0.1	0.4	-1.8	-1.1	3	-1	1.2	-3
O=C(NCCc1ccccc1)c1ccc(-c2ccccc2C(F)(F)F)o1	-21	/	0.1	0.5	/	1.7	-0.9	2	1	0.5	1
CCC(OC(=O)c1nsc(Cl)c1Cl)C(=O)NCCOC (stereo unspecified)	6	0.5	-1.2	-0.4	-1.0	1.9	-1.4	3	-2	-0.7	2
O=C(CSc1nnc(Cc2ccccc2)n1-c1ccccc1)N1CCOCC1	6	1.7	-0.9	0.2	1.0	-0.7	-1.6	1	5	-0.5	-4
COc1ccccc1Cc1c(-c2cccc(Cl)c2)nc2ccc(Cl)cn12	-10	/	4.0	-0.4	/	2.9	-0.1	-12	-10	1.5	3
CC(C)N(Cc1ccccc1)S(=O)(=O)N(C)C	1	1.4	-0.1	-0.5	-1.8	0.2	-1.6	0	2	-0.3	1
ONC(=Nc1ccccc1)c1ccc(Cl)cc1	-6	0.4	-0.8	0.5	-1.7	-1.1	-1.4	0	-6	-0.6	-4
Cc1noc(C)c1C(=O)Nc1nc(-c2ccc([N+](=O)[O-])cc2)cs1	-4	-0.8	-3.3	0.4	-0.1	-3.2	-1.0	6	2	-6.8	-3
COC(=O)[C@]1(C)N[C@H](c2ccc(-c3cccc(Cl)c3)cc2)[C@@H]2C(=O)N(C)C(=O)[C@@H]21	9	-0.1	-0.6	-0.5	-0.4	-2.2	-1.6	-1	-9	0.0	-1
Cc1cc(Nc2ccc(C)c(F)c2)n2ncnc2n1	-2	2.5	-1.0	0.2	-0.4	-1.1	-1.5	3	9	0.4	-1
O=C(Oc1ccc[nH]c1=O)c1ccccc1	6	2.3	-0.2	0.2	-0.8	0.5	-1.3	4	2	1.1	-2
CCC(C)(C)n1nnnc1CN1CCSCC1	0	2.2	-0.5	0.0	0.9	-0.7	-1.2	4	3	-0.5	7
COC(=O)C1=C(C)N(c2ccc(C)c(C)c2)/C(=C/c2ccc(O)cc2)C1=O	-18	-1.4	0.1	-0.5	0.2	-2.2	-2.1	2	4	0.1	1

SMILES	HGIII-sPLA2 inh	DAX1 inh-1	hcDAF12 agonist	KLK7 zymogen act	GAA850 FXN act	hgDAF12 agonist	ssDAF-12 act	GC-A act	GC-B act	DAX1 inh-2	SMARCA2 act
Clc1ccc(-n2nnc(-c3cccnc3)n2)cc1Cl	-3	3.3	4.5	-0.5	1.5	6.8	0.8	-4	-9	2.2	7
CS(=O)(=O)N1CCN(CC(=O)NC2CCCCC2)CC1	7	3.6	-2.1	-0.6	2.6	-1.7	-0.7	-5	2	0.3	0
CSc1ncc(Cl)c(C(=O)Nc2cccnc2)n1	3	-0.5	-0.3	0.7	1.7	-0.2	-0.8	1	0	0.0	-1
Cc1cc(NC(=O)c2sc(Nc3ccc(F)c(Cl)c3)nc2N)no1	0	-0.5	-1.4	-0.3	3.2	3.0	-1.8	-1	-1	-0.9	0
COc1ccc(Cc2nnc(NC(=O)C3CCCO3)s2)cc1OC (stereo unspecified)	8	-0.4	0.4	0.5	0.2	-0.3	-1.1	6	6	-0.1	6
CCSc1ncc(Cl)c(C(=O)Nc2ccc(S(=O)(=O)Nc3onc(C)c3C)cc2)n1	-22	-0.9	-1.9	-0.5	0.9	-0.7	-1.1	-1	-8	0.2	0
COc1ccc(C(=O)N2CCN(Cc3ccccc3C(F)(F)F)CC2)cc1	-2	-0.6	-3.2	0.9	-2.3	-0.2	-1.0	4	2	0.0	3
Cc1nc(C)c(-c2csc(Nc3ccc(F)cc3)n2)s1	-22	-1.8	3.0	-0.9	6.1	6.9	-1.4	-9	-6	-1.1	-2
COc1ccc(/C=C(/NC(=O)c2ccccc2)C(=O)Nc2cccc(C(=O)O)c2)cc1	-1	0.7	0.2	0.6	-0.3	0.1	-0.2	2	1	-0.3	-1
O=C(O)c1ccc(/C=N/NC(=S)NC2CCCCC2)cc1	-2	-1.2	-1.4	0.0	3.3	4.1	-1.6	-5	0	1.3	-1
O=C(Oc1cc(=O)oc2ccccc12)c1ccco1	-15	0.2	-0.7	0.4	-1.0	1.9	-1.2	1	8	-0.5	-2
CCCCCNC(=O)C(C1CC1)n1c(=O)c(-c2ccco2)nc2ccccc21 (stereo unspecified)	-5	/	-0.8	5.4	/	2.6	-0.5	-5	-6	1.6	1
C=CCn1c(COc2ccc(OC)cc2)nc2ccccc21	5	2.0	2.0	-0.3	5.2	6.0	-0.9	-11	-4	0.2	3
Cc1cccc(C)c1Nc1n[nH]c(=S)s1	14	0.7	-0.7	1.0	0.5	-0.2	-0.7	8	0	0.5	-2
Cc1ccc(C(=O)NNc2c3ccccc3nc3ccccc23)cc1	8	-0.4	-0.3	4.7	7.1	1.1	-0.7	0	0	-0.7	0

SMILES	HGIII-sPLA2 inh	DAX1 inh-1	hcDAF12 agonist	KLK7 zymogen act	GAA850 FXN act	hgDAF12 agonist	ssDAF-12 act	GC-A act	GC-B act	DAX1 inh-2	SMARCA2 act
CCOc1cc(/C=N/NC(=O)c2cccnc2)cc(Br)c1OCC(N)=O	-2	0.8	-0.6	-0.2	-0.9	-1.1	-1.2	-2	-3	-0.3	-1
O=C(O)CSc1nnc(COc2cccc3ccccc23)n1Cc1ccccc1	-21	-0.3	1.6	0.0	0.8	0.2	-1.6	0	9	0.0	1
CCOc1ccc2[nH]c(C(=O)N/N=C/c3cccc(OC)c3OC)cc2c1	-34	3.5	-0.6	1.4	2.0	-0.8	-1.8	-3	1	-0.1	-4
COC(=O)NCCOc1cc(C)ccc1C	5	3.0	2.6	0.1	1.4	0.9	-1.0	3	1	-0.2	0
CC(NC(=O)COC(=O)C12CC3CC(CC(O)(C3)C1)C2)c1ccccc1 (stereo unspecified)	2	1.3	1.0	0.0	-1.6	1.2	-1.2	4	-1	0.1	-5
CS(=O)(=O)c1ccc(NC(=O)c2ccc3c(c2)S(=O)(=O)N=C2CCCCCN23)cc1	5	-1.4	1.4	0.0	0.2	-0.1	-0.6	1	-4	-0.5	-2
CC(C)CC1Nc2ccc(C(=O)NCCCN3CCCCC3C)cc2NC1=O (stereo unspecified)	0	1.5	-0.9	-0.6	0.8	0.1	-0.3	3	3	0.3	-3
Cc1ccc(S(=O)(=O)N/N=C/c2ccccc2O)cc1	-13	0.3	-1.5	-1.5	4.8	3.4	-0.7	3	4	-0.3	2
CCCCn1c(N)c(N(CC(C)C)C(=O)c2ccc(OC)c(S(=O)(=O)N3CCOCC3)c2)c(=O)[nH]c1=O	6	0.5	-0.3	0.4	0.5	-1.2	-0.7	3	6	1.1	0
O=C(CN1CCN(C(=O)c2ccco2)CC1)NCc1ccc(Cl)cc1	5	0.2	-0.9	0.3	0.7	-0.5	-0.2	-10	-6	-0.6	-3
CCOC(=O)C1=C(c2ccccc2)Nc2ncnn2C1c1cccc(O)c1 (stereo unspecified)	-3	3.2	-1.1	0.1	1.5	-2.1	-0.9	-21	-8	-0.4	-1
Cc1ccc(NC(=O)COC(=O)CNC(=O)c2ccc(Br)cc2)c(C)c1	-12	0.6	-0.8	-0.2	-0.2	2.0	-0.6	10	-6	0.0	-1
CC(C)c1c(O)nc(SCc2ccc(F)cc2)[nH]c1=O	-2	0.1	-2.3	0.3	0.5	2.4	-1.4	-5	-3	-0.2	0
CC(=O)C1=C(C)NC2(O)c3ccccc3C(=O)C12O (stereo unspecified)	-1	-0.1	1.6	0.3	-0.5	-2.9	-0.6	0	-6	-0.5	-4
